Screening results: PubChem, National Center for Advancing Translational Sciences (NCATS)
AID inhibitor: inhibitors of human activation induced cytidine deaminase; hit rate 0.32% among 91,000; Potency, µM (titrated, usually from 115 µM), inactives show top-dose activity change, negative = inhibition, usual class: inhibitors; Q9GZX7; AID deamination FRET fluorescence, UDG-coupled, 4 h; note: nearly all actives have a fitted effect of over 25% in size
Target sequence (Q9GZX7 whole entry, looked up): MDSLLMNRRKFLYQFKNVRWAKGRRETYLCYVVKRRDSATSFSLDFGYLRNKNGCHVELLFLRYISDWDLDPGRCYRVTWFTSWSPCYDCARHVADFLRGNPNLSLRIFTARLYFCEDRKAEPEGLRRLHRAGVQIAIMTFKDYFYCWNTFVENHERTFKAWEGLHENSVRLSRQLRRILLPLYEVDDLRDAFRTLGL
UDG counterscr: counter-screen for AID inhibitors: uracil-DNA glycosylase inhibition. Potency, µM (top dose mostly 115 µM), for the others: at the highest dose activity change, negative = inhibition, actives largely listed as inhibitors. FRET deamination/UDG coupled assay, UDG read, 4 h. hit rate 0.14% among 91,000; note: nearly all actives have a fitted effect of over 65% in size
* marks the source's active call; other numbers are inactive results; ? = inconclusive; [ ] = remark or other dose. Calls come from the whole dose curve; as a rule, active = well fitted curve in the direction sought with a large enough effect; inconclusive = small, poorly fitted or top-dose-only effect, or another doubt; inactive = no such curve, though single readings can be large; an effect the other way counts as inactive or inconclusive. % is set by controls: 0 for no effect and ±100 for the full control effect; potency is the fitted concentration of half-maximal effect. The list is partial; the hit share may differ from the screen's.

Each structure is followed by: AID inhibitor | UDG counterscr
#1 O=C(Cn1c(=O)nc(-c2ccccc2)c2cc(Cl)ccc21)NCc1ccc(Cl)cc1
    25% | 7%
#2 O=C(Nc1ccc(Cl)cc1)c1cc(S(=O)(=O)NC2CCCCCC2)ccc1F
    -7% | -7%
#3 CCOc1ccc(CCNC(=O)C2CCN(c3ncnc4c3nc3n4CCCCC3)CC2)cc1
    15% | -4%
#4 CCOc1ccc(/C=C/c2nc(C#N)c(N3CCCCCC3)o2)cc1
    -26% | -9%
#5 COc1ccc(NS(=O)(=O)c2ccc(-n3cccn3)cc2)cc1OC
    8% | -1%
#6 CCCNC(=O)CNC(=O)CCC1CCCC1
    0% | 0%
#7 CC(C)C(=O)Nc1ccc(C(=O)CSc2nnc(C3CC3)n2Cc2ccccc2)cc1
    -13% | -9%
#8 Cc1ccccc1-c1c(C)oc2c(C)c(O)ccc2c1=O
    -1% | -7%
#9 Cc1ccc(CNC(=O)c2ccc(NC(=O)N3CCSc4ncccc43)cc2)cc1
    -7% | -4%
#10 Cc1cc(C)n2nc(SCC(=O)Nc3cccc(C(F)(F)F)c3)nc2n1
    -7% | 3%
#11 CCN1CCC(CNC(=O)c2cc(C)nc3cc(F)ccc23)CC1
    6% | -2%
#12 CCCCN(C)S(=O)(=O)c1cc(-c2cc(C)no2)ccc1C
    ? | 47%[activator]
#13 Cc1ccc(NC(=O)COC(=O)c2ccccc2C)cc1F
    -4% | 11%
#14 COc1ccccc1NC(=O)C1=C(C)Nc2c(C(=O)Nc3cccc(C)c3)cnn2C1c1ccccc1Cl (configuration not stated)
    -2% | -4%
#15 CC(C)(C)OC(=O)N1CCC(c2c(C(=O)NCCN3CCC(Cc4ccccc4)CC3)cnn2-c2ccc(F)cc2)CC1
    ? | ?
#16 O=C(Cn1ncc2c3ccccc3n(Cc3ccccc3F)c2c1=O)NCCCc1ccccc1
    -2% | 3%
#17 COc1ccc(NC(=O)C2CCN(S(=O)(=O)c3c(C)noc3/C=C/c3ccco3)CC2)cc1
    5% | -4%[57.5 µM]
#18 CCCCc1c(C)nc2c(-c3ccc(Cl)cc3)c(C)[nH]n2c1=O
    -6% | 2%
#19 Cc1c(Cl)cccc1NC(=O)CCn1nc(C)c2c(C)n(-c3ccccc3)nc2c1=O
    -2% | -12%
#20 COc1ccc(NC(=O)c2nnn(Cc3nc(-c4cc(OC)c(OC)c(OC)c4)oc3C)c2C)cc1
    -9% | -13%
#21 CC1=C/C(=N/NC(=S)Nc2c(C)cccc2C)CC1
    0% | 4%
#22 O=C(Oc1ccc2c(-c3cc4cc(Cl)ccc4oc3=O)cc(=O)oc2c1)N1CCOCC1
    -2% | 4%
#23 O=C(Cn1c(=O)n(Cc2ccco2)c(=O)c2sc3ccccc3c21)Nc1ccccc1C(F)(F)F
    12% | -5%
#24 CCN(CCCNC(=O)c1ccc(Sc2ccc(C)cc2)c(NC(C)=O)c1)c1cccc(C)c1
    -19% | -16%
#25 O=C(OCC1CCCO1)c1ccc2c(c1)N(Cc1cccc(F)c1)C(=O)c1ccccc1S2(=O)=O (configuration not stated)
    -6% | 11%
#26 O=C(NCc1ccco1)c1ccc2c(c1)N(Cc1c(F)cccc1Cl)C(=O)c1ccccc1S2
    -14% | -12%
#27 O=C(OCCCC(F)(F)C(F)(F)F)c1cccc([N+](=O)[O-])c1
    -4% | 0%
#28 Cc1cc(C)cc(OC(C)C(=O)Nc2nc3c(s2)CCCC3)c1 (configuration not stated)
    3% | -3%[57.5 µM]
#29 Cc1ccc(CNC(=O)C(=O)NCC(c2ccc3c(c2)OCO3)N2CCOCC2)cc1 (configuration not stated)
    1% | -7%[57.5 µM]
#30 Cc1cccc(C(=O)NCCC(=O)NCCC(C)C)c1
    4% | 10%
#31 CCOC(=O)c1c(C)[nH]c(C)c1S(=O)(=O)N1CCCC(C(=O)NCc2ccccc2Cl)C1 (configuration not stated)
    -1% | 4%
#32 CC1=C(C(=O)Nc2ccccc2C)C(c2ccc(C(C)(C)C)cc2)NC(=S)N1 (configuration not stated)
    -2% | 0%
#33 Cc1c[nH]c(C=O)c1C
    8% | 7%
#34 O=C(NCc1ccccc1)c1nnc(Cc2cccc(F)c2)o1
    -10% | 9%
#35 O=C(Cn1c(=O)n(Cc2nc(-c3ccccc3)no2)c(=O)c2ccccc21)Nc1cccc(Cl)c1
    -13% | -3%
#36 COc1ccc(-c2csc(C3CCSC(C)(C)C3)n2)cc1 (configuration not stated)
    -14% | -13%
#37 Cc1ccc(C)c(N2CCN(C(=O)CCC(=O)Nc3ccc4nc(N5CCCCC5)cc(C)c4c3)CC2)c1
    ? | -23%
#38 O=C1CC(c2ccc(OCc3ccccc3Cl)cc2)c2cn[nH]c2N1 (configuration not stated)
    -12% | 4%
#39 CCCCNC(=O)/C=C/C(=O)Nc1cc(Cl)cc(Cl)c1
    3% | 4%
#40 CCn1cc(C(=O)NCCOc2ccccc2OC)c2ccccc21
    3% | -9%
#41 Cc1ccc(-c2nnc(Nc3ccc(Cl)cc3)c3ccccc23)cc1S(=O)(=O)NCC1CCCO1 (configuration not stated)
    -17%[57.5 µM] | -2%[57.5 µM]
#42 Cc1cccc2cc(CN(CC(C)C)C(=O)c3ccco3)c(=O)[nH]c12
    -1% | 4%
#43 CCCc1nn2c(=O)cc(COC(=O)c3ccccc3NC(=O)c3ccc(OCC)cc3)nc2s1
    2% | -8%
#44 CN(CC(=O)NC(=O)NC1CCCC1)Cc1ccco1
    -1% | 0%
#45 CCOC(=O)CC(NC(=O)Cn1nnc(-c2ccc(C(F)(F)F)cc2)n1)c1ccc(OC)cc1 (configuration not stated)
    23% | -7%
#46 Cc1[nH]c(=O)c(C#N)cc1-c1ccc2nccn2c1
    28% | 5%
#47 Cc1ccc2[nH]cc(CCNC(=O)c3ccccc3C)c2c1
    -6% | -7%
#48 COc1cccc(NC(=O)C(Cc2ccccc2)NS(=O)(=O)c2ccc3c(c2)oc(=O)n3C)c1 (configuration not stated)
    12% | -21%
#49 CC(SCC(=O)NC(C)(C#N)C1CC1)c1ccc(F)cc1 (configuration not stated)
    0% | -8%
#50 O=C(Nc1ccccc1F)C1C2CC/C=C\CC/C=C/CCC21 (configuration not stated)
    -6% | 4%

New compounds follow:
Each structure is followed by: AID inhibitor | UDG counterscr
#51 CCCCN(CC)CCCNC(=O)Cn1ncc2c3ccccc3n(Cc3ccc(F)cc3)c2c1=O
    -15% | -3%
#52 CCOC(=O)c1cc2c(=O)n3ccccc3nc2n(Cc2ccco2)c1=NC(=O)c1c(F)cccc1Cl
    20% | 26%
#53 COC(=O)c1cc(NC(=O)C2CC(=O)n3c(nc4ccccc43)N2)cc(C(=O)OC)c1 (configuration not stated)
    -10% | -6%
#54 Cc1ccc(-c2nc(CS(=O)(=O)CC(=O)NC(C)CCc3ccccc3)c(C)o2)cc1 (configuration not stated)
    ? | 0%
#55 COc1ccc(OC)c(NC(=O)C(C)n2nc(C)c3c(C)n(-c4ccccc4)nc3c2=O)c1 (configuration not stated)
    -9% | -21%
#56 CCOc1ccc(-c2cc3c(=O)n(CC(=O)Nc4c(C)cccc4C)ccn3n2)cc1
    -6% | 12%
#57 O=C(O)c1ccccc1OCc1cn2ccccc2n1
    -6% | -1%
#58 Cc1oc(-c2ccc(C(=O)NCc3ccccc3Cl)cc2)nc1CN1CCc2ccccc21
    21% | -7%
#59 O=Cc1cc(Cc2ccccc2Cl)cc(Br)c1O
    35µM* | -14%
#60 CC(C)Oc1ccc(CNC(=O)Nc2ccc3c(c2)N(C)C(=O)c2ccccc2S3)cc1
    ? | -14%[57.5 µM]

Laid out differently: 7 of the compounds above.
#52 CCOC(=O)c1cc2c(=O)n3ccccc3nc2n(Cc2ccco2)c1=NC(=O)c1c(F)cccc1Cl
#53 COC(=O)c1cc(NC(=O)C2CC(=O)n3c(nc4ccccc43)N2)cc(C(=O)OC)c1 (configuration not stated)
#54 Cc1ccc(-c2nc(CS(=O)(=O)CC(=O)NC(C)CCc3ccccc3)c(C)o2)cc1 (configuration not stated)
#55 COc1ccc(OC)c(NC(=O)C(C)n2nc(C)c3c(C)n(-c4ccccc4)nc3c2=O)c1 (configuration not stated)
#56 CCOc1ccc(-c2cc3c(=O)n(CC(=O)Nc4c(C)cccc4C)ccn3n2)cc1
#57 O=C(O)c1ccccc1OCc1cn2ccccc2n1
#58 Cc1oc(-c2ccc(C(=O)NCc3ccccc3Cl)cc2)nc1CN1CCc2ccccc21

screen / no.	52	53	54	55	56	57	58
AID inhibitor	20%	-10%	?	-9%	-6%	-6%	21%
UDG counterscr	26%	-6%	0%	-21%	12%	-1%	-7%

More compounds follow.
Each structure is followed by: AID inhibitor | UDG counterscr
#61 O=C(c1cc(-c2cccs2)[nH]n1)N1CCN(c2ccccc2)CC1
    -3% | 3%
#62 Cc1ccccc1-n1nnc(C(=O)NC2CCCC2)c1N
    -4% | 8%
#63 CC(C)(C)c1ccc(OCC(O)CNS(=O)(=O)c2ccc(Br)cc2)cc1 (configuration not stated)
    -10% | -4%
#64 CC(C)NC(=O)c1cc(Cl)ccc1I
    -5% | 2%
#65 O=C(Nc1cccc2cccnc12)c1cccc(Cl)c1Cl
    -9% | -1%
#66 Cc1ccc(-n2ncc(C(=O)NC3CCCC3)c2C2CCN(C(=O)OC(C)(C)C)CC2)c(C)c1
    ? | -9%
#67 CCCCn1c(=N)n(CCCOc2ccc(F)cc2)c2ccccc21
    ? | -14%
#68 CC(=O)c1sc(Nc2cc(C)ccc2C)nc1C
    -18% | -12%
#69 COC(=O)Cc1c(C)c2c(OCc3nn[nH]n3)cc(C)cc2oc1=O
    24% | 0%
#70 CCc1cccc(CC)c1NC(=O)CC(C#N)(C(C)=O)c1c(Cl)cccc1Cl (configuration not stated)
    -8% | -1%
#71 Cc1ccc(C(C)C)cc1C(=O)CC1(O)C(=O)N(C(C)C)c2ccccc21 (configuration not stated)
    -12% | -6%
#72 O=C(OCCN1CCOCC1)C1(c2ccccc2)CCCCC1
    -7% | 1%
#73 COc1ccc(CCN2C(=O)N(c3ccccc3)C(=O)C2CC(=O)Nc2ccccc2)cc1 (configuration not stated)
    3% | -13%
#74 Cc1nn(-c2ccccc2)c(-n2cccc2)c1C(=O)NCc1ccccc1Cl
    ? | ?
#75 CCCNC(=O)NCC12CC3CC(CC(C3)C1)C2
    3% | 6%
#76 CC1(C)CC(OC(=O)CCCCCCCCC(=O)OC2CC(C)(C)NC(C)(C)C2)CC(C)(C)N1
    8% | 10%
#77 CCCn1c2ccccc2c2cnn(CC(=O)NCCCN(Cc3ccccc3)C(C)C)c(=O)c21
    19% | 0%[57.5 µM]
#78 COc1ccccc1CNC(=O)CS(=O)Cc1nc(-c2ccc(OC)c(OC)c2)oc1C (configuration not stated)
    -7% | -7%
#79 CC(Oc1ccc(C#N)cc1)C(=O)NC1CCC2CCCCC2C1 (configuration not stated)
    -10% | 3%
#80 CC1=C(C(=O)Nc2ccc(Cl)cc2)C(c2ccccc2F)n2nc(SCc3cccc(Cl)c3)nc2N1 (configuration not stated)
    -2% | 1%
#81 CC(NC(=S)NNC(=O)c1ccncc1)c1ccccc1 (configuration not stated)
    -2% | 13%
#82 NC(=O)NC(=O)COC(=O)c1ccccc1Br
    -8% | -2%
#83 COCCOc1ccc(C(C)NC(=O)C=C(C)C)cc1OC (configuration not stated)
    1% | 7%
#84 CN(C)C(=S)c1cc(C(C)(C)C)c(O)c(C(C)(C)C)c1
    -7% | -4%
#85 CSc1ccc(-c2nc3cccc(C)n3c2Nc2ccc(Cl)cc2)cc1
    ? | ?
#86 Cc1csc(NC(=O)c2cccnc2Oc2ccc(F)cc2Br)n1
    2% | -2%
#87 CCOC(=O)NCC(=O)NCc1ccccn1
    5% | 5%
#88 Cc1ccc(/C=[N+](\[O-])c2ccccc2C)cc1
    2% | ?
#89 CC1(C)CC(=O)C/C(=N/NC(=O)c2ccccc2I)C1
    -2% | -1%
#90 CCNC(=O)C(C)NC(=O)c1cc2ccccc2oc1=O (configuration not stated)
    -7% | -10%
#91 CCOC(=O)c1cc2c(=O)n3ccccc3nc2n(CC2CCCO2)c1=NC(=O)c1cccc(C(F)(F)F)c1 (configuration not stated)
    5% | -28%
#92 CC(C)C(NC(=O)/C=C/c1ccc(Cl)cc1)C(C)C
    -1% | 4%
#93 CC1=C(C(=O)Nc2ccccc2)C(c2cc(Br)ccc2F)n2ncc(C(=O)Nc3ccccc3)c2N1 (configuration not stated)
    ? | -20%
#94 O=C(CCNS(=O)(=O)c1ccc2c(c1)CCCC(=O)N2)Nc1cccc(Cl)c1
    28% | 6%
#95 COc1cc(C2c3c(-c4c(C)cc(C)cc4O)n[nH]c3C(=O)N2Cc2ccco2)cc(OC)c1OC (configuration not stated)
    0% | ?
#96 Cc1ccccc1NC(NC(=O)C(C)C)C(Cl)(Cl)Cl (configuration not stated)
    -2% | -8%
#97 CNC(=O)C1CCC(Cn2c(=O)c3sccc3n(Cc3ccc(F)cc3)c2=O)CC1 (configuration not stated)
    -19% | -5%
#98 Cc1ccc(C(=NC(=O)c2cccs2)c2ccccc2)cc1
    -8% | -6%
#99 CC1CN(C(=O)Cc2n[nH]c(=O)c3ccccc23)CCO1 (configuration not stated)
    -2% | -4%
#100 CC(C)c1ccc(NC(=O)/C=C/c2c(F)cccc2Cl)cc1
    -20% | -16%
#101 CC1=CC(=O)C(C(=O)/C=C/c2ccc(OCCC(C)C)cc2)C(=O)O1 (configuration not stated)
    -27% | 1%
#102 CC(C)CNc1oc(COc2ccc(F)cc2)nc1C#N
    6% | 3%

Pulled one by one from above:
Each structure is followed by: AID inhibitor | UDG counterscr
#97 CNC(=O)C1CCC(Cn2c(=O)c3sccc3n(Cc3ccc(F)cc3)c2=O)CC1 (configuration not stated)
    -19% | -5%
#95 COc1cc(C2c3c(-c4c(C)cc(C)cc4O)n[nH]c3C(=O)N2Cc2ccco2)cc(OC)c1OC (configuration not stated)
    0% | ?
#101 CC1=CC(=O)C(C(=O)/C=C/c2ccc(OCCC(C)C)cc2)C(=O)O1 (configuration not stated)
    -27% | 1%
